GLP1R inv ag: inverse agonists of human GLP-1 receptor. HEK293 GLP-1R CRE-luciferase, luminescence, 24 h; GLP-1R form is constitutively active. Potency, µM (series often up to 38.3 µM), for inactives: at the top dose activity change, negative = inhibition, hits mostly inhibitors. 1.6% of 410,000 active; also: % is scaled to controls: 0 for no effect and ±100 for the full control effect; nearly all actives have a fitted effect of over 55% in size
Target sequence (P43220 whole entry, looked up): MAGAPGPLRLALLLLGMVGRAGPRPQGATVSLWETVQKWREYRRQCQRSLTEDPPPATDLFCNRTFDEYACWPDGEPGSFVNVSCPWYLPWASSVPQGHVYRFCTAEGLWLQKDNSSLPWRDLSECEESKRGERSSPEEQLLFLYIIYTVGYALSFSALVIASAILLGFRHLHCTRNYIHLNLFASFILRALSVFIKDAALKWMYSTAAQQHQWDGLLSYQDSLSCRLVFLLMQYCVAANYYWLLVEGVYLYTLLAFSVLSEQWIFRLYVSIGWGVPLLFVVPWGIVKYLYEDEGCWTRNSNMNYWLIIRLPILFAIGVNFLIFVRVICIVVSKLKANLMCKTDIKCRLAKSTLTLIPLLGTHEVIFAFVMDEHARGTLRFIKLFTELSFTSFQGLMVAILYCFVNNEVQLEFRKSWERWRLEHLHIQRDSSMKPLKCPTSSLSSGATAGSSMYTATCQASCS
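qHTS in 1536-well format: reporter HEK293 cells expressing constitutive GLP-1R activity in DMEM + 10% Nu serum, 24 hr with compounds at 37 deg C, luminescence read after 12 min with detection reagent.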
SW480 rerep: induces DNA re-replication in SW480 colon adenocarcinoma cells; SW480 DNA re-replication, Hoechst DNA content imaging, 48 h; Potency, µM (top dose mostly 46.1 µM), for inactives: at the top dose re-replication activation, most hits filed as activators; 1.8% of 340,000 active; AID 624297; also: % of control where 0% means no effect; nearly all actives have a fitted effect of over 55% in size
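First, 250 cells per well were seeded. Next, compound or vehicle (23 nL) was pinned in, plates sat 48 hr at 37 C. Finally Hoechst was added for 40 min before fluorescence scanning.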
KB-3-1 cytotox: kills parental KB-3-1 adenocarcinoma cells; 1.4% of 400,000 active; Potency, µM (top dose mostly 46.1 µM), without a hit: at the top dose activity change, negative = cytotoxic, most hits filed as cytotoxic; KB-3-1 viability, CellTiter-Glo ATP luminescence, 72 h; AID 1347075; also: % is scaled to controls: 0 for no effect and ±100 for the full control effect; nearly all actives have a fitted effect of over 60% in size
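Here the drug-naive KB-3-1 line serves as comparator for MDR sub-line selectivity; cells received compound titrations, 72 h at 37 °C, then CellTiter-Glo readout.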
GLP1R ag: agonists of human GLP-1 receptor; AID 624172; Potency, µM (highest dose often 45.6 µM), without a hit: top-dose activation, actives largely listed as activators; HEK293 GLP-1R CRE-luciferase, luminescence, 4-6 h; cells express a hypersensitive GLP-1R form; P43220; 0.007% of 380,000 active; also: % of control where 0% means no effect
TDP-43 yeast inh: rescues yeast growth from TDP-43 toxicity; TDP-43 expressing yeast growth rescue, BacTiter-Glo, 24 h; 1.8% of 410,000 active; Potency, µM (top dose mostly 46.1 µM), for the others: at the highest dose growth rescue (activation), usual class: activators; also: % of control where 0% means no effect; nearly all actives have a fitted effect of over 50% in size
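Yeast cells expressing TDP-43 under galactose induction are exposed to compounds for 24 hr at 30 deg C. BacTiter-Glo luminescence measures growth, so protective compounds score as activators.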
HT1080NT lethal: kills 2HG-producing HT-1080-NT fibrosarcoma cells; HT-1080-NT fibrosarcoma viability, CellTiter-Glo ATP luminescence, 48 h; Potency, µM (series often up to 46.1 µM), for inactives: at the top dose activity, negative = less viability, most hits filed as cytotoxic; 1.6% of 360,000 active; AID 686970;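 also: NT is the 2HG producing partner of a matched IDH1 knockdown line; 0% = DMSO-treated cells and -100% = media-only wells without cells; nearly all actives have a fitted effect of over 55% in size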
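Toxicity toward the 2HG-producing NT line was scored as %Activity, normalised to DMSO and no-cell wells, from CellTiter-Glo luminescence after 48 hours' treatment.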
HT1080 IDH1KD tx: toxicity to HT-1080 IDH1 knockdown cells (counter line). HT-1080 IDH1 knockdown viability, ATP luminescence, 48 h. Potency, µM (doses to about 46.1 µM), inactives show at the top dose activity, negative = toxicity, actives largely listed as cytotoxic. 2% of 360,000 active. AID 686971;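 also: 0% = DMSO wells and -100% = cell-free medium wells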
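% activity derives from luminescence (CellTiter-Glo), normalised to DMSO and no-cell wells. HT-1080-IDH1KD cells, 750/well, had 48 h compound exposure at 37 °C.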
KB-V1 cytotox: kills drug-selected multidrug resistant KB-V1 cells | Potency, µM (series often up to 46.1 µM), for the others: at the highest dose activity change, negative = cytotoxicity, most hits filed as cytotoxic | 3.4% of 400,000 active | KB-V1 MDR cells viability, CellTiter-Glo, 72 h; also: % is scaled to controls: 0 for no effect and ±100 for the full control effect; nearly all actives have a fitted effect of over 60% in size
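Luminescent ATP read-out (CellTiter-Glo, 10 min) measures survival of drug-selected KB-V1 MDR cells after 72 h, 37 degrees C compound exposure. Medium: phenol-red-free DMEM, 10% FBS. Values from fitted concentration-response curves.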
HEK293 tox: cytotoxicity in counter-screen for GLP-1R inverse agonists; Potency, µM (titrated, usually from 38.3 µM), inactives show at the highest dose activity change, negative = inhibition, usual class: inhibitors; 0.13% of 410,000 active; AID 624418; HEK293 cAMP-luciferase reporter cells, luminescence, 24 h;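 also: loss of luciferase light is scored as toxicity; % is scaled to controls: 0 for no effect and ±100 for the full control effect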
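Quantitative HTS format, 1536 wells, 200 cells/uL seeded. Compounds: 23 nL, 24 h, 37 °C. Detection: luciferase reagent, luminescence at 12 min RT; decreased signal taken as cytotoxic.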
* hit, by the source's call; ? = inconclusive; · = not tested or not shown; & = joins results of further samples; [ ] = remark or other dose. Calls follow the shape of the dose curve; as a rule, active = well fitted curve in the direction sought with a large enough effect; inconclusive = small, poorly fitted or top-dose-only effect, or another doubt; inactive = no such curve, though single readings can be large; an effect the other way counts as inactive or inconclusive. Potency is read from the fitted curve at half-maximal effect.

Values in the order: GLP1R inv ag, SW480 rerep, KB-3-1 cytotox, GLP1R ag, TDP-43 yeast inh, HT1080NT lethal, HT1080 IDH1KD tx, KB-V1 cytotox, HEK293 tox
1. Cc1ccc2[nH]c3c(=O)n(CC(=O)N4CCN(C)CC4)ncc3c2c1
  -11%, 29%, -1%, -3%, 9%, -1%, 3%, 13%, 6%
2. CCCn1c(=O)c2ccccc2n2c(SCC(N)=O)nnc12
  43%[activator], 18%, -2%, 3%, -9%, -1%, 1%, 0%, -5%
3. O=C1CS/C(=N\C(=O)N2c3ccccc3Sc3ccccc32)N1
  -5%, -1%, 1%, -11%, 17%, 3%, 5%, 5%, 0%
4. CCN(C(=O)COc1cccnc1[N+](=O)[O-])C1CCS(=O)(=O)C1 (stereo not given)
  12%, 0%, 12%, 0%, -5%, 15%, 20%, 19%, 0%
5. O=C(NN1CCOCC1)c1cc(S(=O)(=O)Nc2cccc(C(F)(F)F)c2)ccc1Cl
  2%, -14%, 11%, -1%, -3%[9.22 µM], 5%, 9%, 0%, -12%
6. CCN(CC)C(=O)Nc1cnc2ccccc2c1
  1%, 0%[9.22 µM], 4%, -2%, 6%, 14%, 7%, 5%, 1%
7. Cc1ccc(O)c(C2=NNC(O)(C(F)(F)F)C2)c1 (stereo not given)
  ?, 1%[9.22 µM], -9%, 3%, ?, -23%, ?, 0%, 5%
8. CCN(CC)CCCN(C(=O)c1ccco1)c1nc(-c2ccc(C)cc2)cs1
  ?, ?, 0%, -4%, -28%, ?, ?, 0%, ?
9. COc1ccc(OC)c(-c2cc(C(=O)Nc3c(C)n(C)n(-c4ccccc4)c3=O)no2)c1
  -3%, 3%, 4%, 7%, -9%, 4%, -1%, 23µM*, 0%
10. COc1ccc(N(CC(=O)N2CCN(c3ccc(F)cc3)CC2)S(=O)(=O)c2c(C)noc2C)cc1
  ?, -6%, 1%&-24%, -5%&-3%, 23%, -4%, 4%, 3%&-28%, -10%&-9%
11. O=C(CS(=O)(=O)c1cn(CC(=O)N2CCOCC2)c2ccccc12)NCc1ccc(F)cc1
  -2%, 0%, ?, -7%, -1%, 3%, 10%, -2%, 12%
12. CC(=O)OCC(=O)N1CCN(c2ccc([N+](=O)[O-])cc2)CC1
  4%, -33%[inhibitor], -16%, 8%, -6%, 28%, 24%, 7%, ?
13. Cc1ccc(N(C(=O)c2csnn2)C(C(=O)NC2CCCCC2)c2ccco2)cc1 (stereo not given)
  -47%, 4%, 1%, 11%, -34%[inhibitor], -1%, -11%, -6%, 1%
14. Cc1c(NC(=O)C(C)Sc2nc(N)cc(=O)[nH]2)c(=O)n(-c2ccccc2)n1C (stereo not given)
  -12%, -16%, 17%, -4%, 15%, 4%[9.24 µM], 17%, 0%, -13%
15. CCO/C(C)=N/Oc1cncnc1
  24%, ·, 0%, -3%, 0%, 20%, 15%, 5%, 4%
16. CCN(CC)S(=O)(=O)c1ccc(NC2=NS(=O)(=O)c3ccccc32)cc1
  -7%, -5%, -5%, -8%, -2%, -5%, -4%, 0%, -21%
17. CC(=C/c1ccccc1)/C=N/Nc1nc(N2CCCCC2)nc(N2CCCCC2)n1
  2%, -7%, -15%, 3%, 21%, 0%, -2%, ?, 1%
18. O=C(NC1CCN(C(=O)Nc2cccc(Cl)c2)CC1)C1CCCCC1
  -12%, -14%, -4%, 5%, -11%, -6%, 14%, -22%, 3%
19. CC(=O)C1=CCC(c2ccc(Cl)cc2)N(S(=O)(=O)c2ccccc2)C1 (stereo not given)
  -25%, ·, ?, 11%, 14µM*, -28%, -21%, -7%, 1%
20. O=C1C2CCCN2C(=O)N1CCCCN1CCN(c2ccc(F)cc2)CC1 (stereo not given)
  -6%, 3%, 4%, -3%, 7%, 0%, -3%, -2%, 4%
21. CCOC(=O)c1cnc2ccc(OC)cc2c1Nc1ccc(OCc2ccccc2Cl)cc1
  ?, ·, ?, ·, 20µM*, ·, ·, ?, -1%
22. CCOC(=O)C1CCN(C(=O)c2cccc(S(=O)(=O)N(CC)c3ccccc3)c2)CC1
  -18%, 113%, 26%, -6%, -2%, -4%, -1%, -10%, 11%
23. CCN(CC)S(=O)(=O)c1ccc(NC2c3ccccc3C(=O)N2Cc2ccc3c(c2)OCO3)cc1 (stereo not given)
  40%[activator], 5%, -9%, -1%, 3%, -18%, -19%, -4%, 3%
24. COc1cc([N+](=O)[O-])c2ncsc2c1
  47%[activator], -9%, -8%, 8%, -10%, 16%, 22%, 13%, 0%
25. CC(C)(C)c1ccc(/C=C2/SC(N3CCCC3)=NC2=O)cc1
  -21%, -50%[inhibitor], -1%, ?, -10%, 16µM*, 18µM*, ?, -2%
26. Cc1ccc2nc(N/C(=N/S(=O)(=O)c3cccs3)c3ccccc3Cl)sc2c1
  -20%, -3%, 0%, 0%, 0%, -18%, -6%, -3%, 5%
27. COc1ccc(NC(=O)COc2ccccc2Cc2ccccc2)cc1S(N)(=O)=O
  -13%, -7%, 16µM*, 14%, 16%, -9%, -25%, 10µM*, -2%
28. CCCP(=O)(CCC)CCP(=O)(c1ccccc1)c1ccccc1
  7%, -2%, 3%, -2%, 5%, 1%, 0%, -2%, -3%[1.53 µM]
29. CCN(CC)c1ccc(S(=O)(=O)N2CCOCC2)cc1NC(=O)COC(=O)COc1ccccc1C
  25%, 1%, 0%, -6%, 7%, 7%, 0%, 2%, 6%
30. COCCCNC(=O)c1c(NC(=O)c2cccs2)sc2c1CCCC2
  33%, -3%, -2%, 4%, -7%, 7%, 2%, 2%, 48%[activator]
31. O=C(NCc1cccnc1)c1ccc(N2CCOCC2)c([N+](=O)[O-])c1
  -1%, -2%, -9%, 11%, -3%, 9%, 1%, 8%, 0%
32. CC(=O)c1ccc(NC(=S)NCc2ccc(Cl)cc2Cl)cc1
  -26%, -13%, -4%, 0%, 30%, 0%, 0%, -4%, 6%
33. Cc1occc(=O)c1OC(=O)Nc1ccc(Cl)c(Cl)c1
  ?, -10%, ?, -16%, -2%, 23µM*, ?, ?, ?
34. CC(=O)Nc1cc(-c2cccc(C)c2)cn2c(-c3ccc(S(C)(=O)=O)cc3)cnc12
  24%, ·, 4%, ?, 0%, -8%, -25%, ?, -5%
35. O=C(Nc1ccccc1N1CCCCC1)c1ncoc1-c1cccc(F)c1
  ?, -9%, 18%, -1%, ?, 3%, 5%, 3%, 7%
36. COc1cc(C(=O)Nc2nnc(C3=COCCO3)o2)cc(OC)c1OC
  29%, -9%, ?, -9%, 7%, 10%, -4%, ?, 7%
37. CN(C(=O)c1ccc2c(c1)OCO2)C1(C(=O)NC2CCCC2)CCCCC1
  -25%, 2%, 8%, 8%, -14%, 3%, 0%, -2%, -12%
38. O=C(CNC(=O)c1ccc2c(c1)OCCO2)N/N=C/c1ccc(Cl)cc1
  -24%, -11%, 5%, 2%, 17%, 1%, -3%, -16%, -6%
39. COCCn1c(SCC(=O)NCc2ccccc2)nnc1-c1ccco1
  -9%, -11%, -5%, -10%, -6%, 16%, 13%, 6%, -1%
40. CC[C@]12c3[nH]c4cc(CCC(=O)N(C)C)ccc4c3CCN1C(=O)[C@@H](CC(=O)NCc1ccco1)C[C@@H]2C(=O)N1CCN(C(=O)c2ccco2)CC1
  4%, -13%, 0%, 2%, -3%, 7%, 8%, -6%, -10%
41. O=C(c1ccccc1)C1CCN(C(=O)c2cccs2)CC1
  -7%, -54%[inhibitor], 1%, 8%, ?, 15%, 4%, ?, -4%
42. O=C(NN1C(=O)/C(=C/c2ccc(O)cc2)SC1=S)c1ccccc1O
  ?, -3%, 1%, -6%, -19%, -5%, -5%, 11%, ?
43. CC(=O)N1CCCc2cc(S(=O)(=O)N(C)CC(=O)Nc3ccccc3)ccc21
  12%, ·, -4%, -3%, 10%, 7%, 9%, ?, 2%
44. CC(=O)N1c2ccc(S(=O)(=O)N3CCC(C(=O)NCc4ccccc4)CC3)cc2CC1C (stereo not given)
  3%, -8%, -6%, -4%, -1%, 1%, 4%, 1%, -7%
45. CCN1CCN(CCC(=O)Nc2ccccc2)CC1
  1%, 1%, -3%, -3%, -1%, 0%, 11%, 0%, 3%
46. CCOC(=O)CN1CC23C=CC(O2)C(C(=O)NCCc2ccccc2)C3C1=O (stereo not given)
  12%, -3%, -11%, 4%, -17%, -3%, -1%, 7%, 1%

Compounds were not picked by outcome; overall some 9.4% were active at least once.
